FUS suppressor: rescues growth of FUS-expressing yeast | Potency, µM (top dose mostly 76.6 µM), without a hit: top-dose growth rescue (activation), hits mostly activators | S. cerevisiae FUS-expressing, growth rescue, OD600, 24 h | AID 1347120 | actives 0.24% (n = 390,000);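 note: potency is the fitted concentration of half-maximal effect; plate controls were DMSO vehicle for no effect and reference control for full effect; nearly all actives have a fitted effect of over 55% in size; some results filed as inactive show a strong effect at the top dose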
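Read-out: OD at 600 nm after 24hr at 30C, reporting rescue of FUS-induced yeast toxicity. Cells at OD 0.005 in galactose (2%) minimal medium; compounds tested in a dilution series; CP55940 titration from 92uM final as control.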
aSyn yeast inh: alpha-synuclein toxicity inhibition in yeast; actives 0.14% (n = 370,000); Potency, µM (doses to about 46.1 µM), for inactives: top-dose growth rescue (activation), usual class: activators; Yeast expressing alpha-synuclein, growth rescue, BacTiter-Glo, 24 h; note: potency is the fitted concentration of half-maximal effect; % of control where 0% means no effect; nearly all actives have a fitted effect of over 65% in size
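Screening used galactose-induced yeast with toxic alpha-synuclein levels, exposed to compound for 24 hr at 30 deg C. Cell growth, read with BacTiter-Glo luminescence, gave the measured signal.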
GLP-1R inv ag: acts as inverse agonist at human GLP-1 receptor; actives 1.6% (n = 410,000); AID 624417; HEK293 GLP-1R CRE-luciferase, luminescence, 24 h; GLP-1R form is constitutively active; Potency, µM (series often up to 38.3 µM), for inactives: at the highest dose activity change, negative = inhibition, actives largely listed as inhibitors; note: potency is the fitted concentration of half-maximal effect; % is set by controls: 0 for no effect and ±100 for the full control effect; nearly all actives have a fitted effect of over 55% in size
Target sequence (P43220 whole entry, looked up): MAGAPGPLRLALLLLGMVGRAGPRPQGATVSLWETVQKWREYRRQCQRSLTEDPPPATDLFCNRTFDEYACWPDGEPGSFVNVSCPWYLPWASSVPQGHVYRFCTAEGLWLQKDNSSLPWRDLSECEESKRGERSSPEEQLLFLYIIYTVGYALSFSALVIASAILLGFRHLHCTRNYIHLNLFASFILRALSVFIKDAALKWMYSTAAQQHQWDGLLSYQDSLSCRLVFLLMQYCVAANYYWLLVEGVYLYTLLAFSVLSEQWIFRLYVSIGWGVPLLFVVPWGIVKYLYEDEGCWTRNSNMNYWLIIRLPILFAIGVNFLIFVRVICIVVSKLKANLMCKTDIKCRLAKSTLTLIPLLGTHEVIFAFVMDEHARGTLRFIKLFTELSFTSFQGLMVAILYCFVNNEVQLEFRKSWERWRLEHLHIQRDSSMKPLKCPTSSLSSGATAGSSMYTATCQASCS
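Seeding at 200 cells/uL, 12 h culture, 24 hr compound treatment, then luciferase reagent and a luminescence read; cells are HEK293 stably expressing a constitutively active GLP-1R plus cAMP-responsive luciferase.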
Abeta rescue: A-beta toxicity reversal in yeast | yeast expressing A-beta42, growth rescue, OD600, 48 h; response scale: 0% DMSO, 100% iron-clioquinol control | Potency, µM (top dose mostly 46.1 µM), inactives show top-dose growth rescue, actives largely listed as activators | actives 0.063% (n = 410,000); note: potency is the fitted concentration of half-maximal effect; nearly all actives have a fitted effect of over 55% in size
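Yeast A-beta toxicity model in growth medium with pinned compounds, 48 h at 30 C; growth read as absorbance at 600 nm. Normalized to FeCl3/clioquinol equimolar mix (positive) and DMSO (negative).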
Mm-Cpn inhibitor: M. maripaludis TRiC chaperonin inhibition. Potency, µM (series often up to 76.9 µM), inactives show at the highest dose activity, negative = inhibition, usual class: inhibitors. actives 0.031% (n = 330,000). purified Mm-Cpn ATPase, ADP Transcreener TR-FRET. AID 504842; note: potency is the fitted concentration of half-maximal effect; % is set by controls: 0 for no effect and ±100 for the full control effect; nearly all actives have a fitted effect of over 80% in size
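Purified archaeal chaperonin (25 nM final) was preincubated with compound for 10 min at 37°C, then ATP (10 uM final) was added for 30 min at 37°C in Tris pH 7.4/KCl/MgCl2/DTT buffer. ADP was quantified by HTRF Transcreener TR-FRET.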
pAkt inh: Akt phosphorylation inhibition. Neuro2A IGF-stimulated pAkt S473 HTRF, 20 min; hits give low values. activity change, % for hits at 50 µM. actives 0.32% (n = 360,000); in the data active = activity change below about -80%; inconclusive = mostly about -51% to -80%; note: % is set by controls: 0 for no effect and ±100 for the full control effect
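Neuro2A cells (4,500/well, DMEM with 0.5% FBS) were treated with compound at a single 50 µM final concentration, stimulated with 6 nM IGF for 20 min at 37 °C, and lysed. Phospho-Akt Ser473 was read by HTRF as 665/615 ratio ×10^4.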
TDP-43 yeast inh: TDP-43 toxicity inhibition in yeast; AID 652104; Potency, µM (top dose mostly 46.1 µM), without a hit: top-dose growth rescue (activation), most hits filed as activators; actives 1.8% (n = 410,000); TDP-43 expressing yeast growth rescue, BacTiter-Glo, 24 h; note: potency is the fitted concentration of half-maximal effect; % of control where 0% means no effect; nearly all actives have a fitted effect of over 50% in size
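Galactose-induced TDP-43 yeast, OD600=0.02, compound pinned; 24 hr, 30 deg C; BacTiter-Glo luminescence for growth. Inhibitors of TDP-43 toxicity read as activators.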
GLP1R cytotox: cytotoxicity in counter-screen for GLP-1R inverse agonists. HEK293 cAMP-luciferase reporter cells, luminescence, 24 h. Potency, µM (series often up to 38.3 µM), inactives show top-dose activity change, negative = inhibition, hits mostly inhibitors. actives 0.13% (n = 410,000);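 note: loss of luciferase light is scored as toxicity; potency is the fitted concentration of half-maximal effect; % is set by controls: 0 for no effect and ±100 for the full control effect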
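MLSMR compounds, 24 hr on cells at 37 deg C/5% CO2; luminescence after luciferase reagent (12 min RT). Inhibition counted as the undesired cytotoxic outcome.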
PTHR1 ag: PTHR1 (human) receptor agonism; Q03431; HEK293 GP2 PTHR1 cells, GloSensor cAMP luminescence, 1 h; Potency, µM (doses to about 115 µM), for the others: top-dose activation, most hits filed as activators; actives 0.075% (n = 410,000); AID 743266; note: potency is the fitted concentration of half-maximal effect; nearly all actives have a fitted effect of over 55% in size; some results filed as inactive show a strong effect at the top dose; inactives centre near -15; many of its hits are not listed in these tables
Target sequence (Q03431 whole entry, looked up): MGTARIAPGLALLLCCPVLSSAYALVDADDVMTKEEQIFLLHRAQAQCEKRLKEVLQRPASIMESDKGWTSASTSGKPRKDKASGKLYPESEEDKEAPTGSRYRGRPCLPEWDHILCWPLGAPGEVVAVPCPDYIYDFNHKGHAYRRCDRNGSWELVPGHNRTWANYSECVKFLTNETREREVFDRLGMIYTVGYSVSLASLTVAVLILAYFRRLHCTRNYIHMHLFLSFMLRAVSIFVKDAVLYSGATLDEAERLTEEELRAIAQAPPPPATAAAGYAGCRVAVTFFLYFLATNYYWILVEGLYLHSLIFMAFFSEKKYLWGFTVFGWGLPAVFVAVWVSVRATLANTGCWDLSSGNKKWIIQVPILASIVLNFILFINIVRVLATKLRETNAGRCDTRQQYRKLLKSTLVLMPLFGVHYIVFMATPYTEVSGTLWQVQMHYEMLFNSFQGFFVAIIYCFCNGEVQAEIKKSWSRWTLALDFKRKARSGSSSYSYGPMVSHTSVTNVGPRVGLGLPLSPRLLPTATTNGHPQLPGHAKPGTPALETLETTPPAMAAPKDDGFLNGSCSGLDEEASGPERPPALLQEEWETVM
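HEK-293-derived GP2 cells expressing PTHR1 and a GloSensor cAMP reporter, 3,000/well, plated overnight, given luciferin plus IBMX (each 0.5 mM as added) for 1 h at 37 °C, then compound for 1 h at 37 °C. Luminescence was read after 15 min at room temperature.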
Active calls of the source: *; i = inactive; ? = inconclusive; . = no result given; [ ] = another dose, or the depositor's remark. Unless noted, calls come from the whole dose curve; as a rule, active = well fitted curve in the direction sought with a large enough effect; inconclusive = small, poorly fitted or top-dose-only effect, or another doubt; inactive = no such curve, though single readings can be large; an effect the other way counts as inactive or inconclusive. These rows are one share of the data; rates above refer to the full screens.

Abbreviations – A = FUS suppressor; B = aSyn yeast inh; C = GLP-1R inv ag; D = Abeta rescue; E = Mm-Cpn inhibitor; F = pAkt inh; G = TDP-43 yeast inh; H = GLP1R cytotox; I = PTHR1 ag
> Cc1ccc(S(=O)(=O)N(C(=O)c2ccncc2)c2ccc(OC(=O)c3ccncc3)cc2)c(C)c1
  A: .; B: ?; C: ?; D: -30%; E: 0%; F: i; G: 7.1µM*; H: -21%; I: -22%

> CCOCCCNC(=O)C1CCCN(S(=O)(=O)CC)C1 (configuration not stated)
  A: 0%; B: 3%; C: 17%; D: 25%; E: -3%; F: i; G: 4%; H: 1%; I: -13%[57.5 µM]

> O=C(Nc1ccc(O)cc1)C1CC=CCC1 (configuration not stated)
  A: ?; B: -13%; C: -5%; D: -7%; E: 1%; F: i; G: 13%; H: -11%; I: i

> CC(=O)N1CCN(C(=O)CCCNC(=O)c2ccc(Cl)cc2)CC1
  A: 19%; B: -8%; C: 9%; D: 6%; E: .; F: i; G: 19%; H: -6%; I: -13%

> Cc1occc1C(=O)N/N=C/c1ccc2c(c1)OCO2
  A: 12%; B: -10%; C: ?; D: -47%[inhibitor]; E: 0%; F: i; G: -6%; H: -1%; I: -26%

> O=C(Nc1ccc(N2CCN(C(=O)c3ccc(Cl)cc3)CC2)cc1)c1ccc(Br)o1
  A: ?; B: 0%; C: -22%; D: -3%; E: -1%; F: i; G: 13%; H: 21%; I: -28%[57.5 µM]

> COc1ccccc1CNC(=O)c1ccc(CSc2nc3ccncc3n2Cc2ccccc2C)cc1
  A: ?; B: .; C: ?; D: -14%; E: .; F: .; G: 11%; H: 18%; I: i

> O=C(CSc1ccccn1)N/N=C/c1c[nH]c2ccccc12
  A: -1%; B: 1%; C: 0%; D: -1%; E: -1%; F: i; G: 15%; H: 5%; I: -37%[inhibitor]

> CCCCn1c(=O)[nH]c(=O)c2c1nc(-c1cc3c(cc1Br)OCO3)n2C
  A: 5%; B: 1%; C: 57%[activator]; D: -2%; E: -7%; F: i; G: 22%; H: 1%; I: -3%

> O=C(Nc1ccccc1)c1ccc2c(c1)OCO2
  A: -21%; B: -27%; C: 44%[activator]; D: 14%; E: 1%; F: i; G: -1%; H: -5%; I: -19%

> COc1ccc(-c2nc(N3CCN(C)CC3)sc2-c2ccc(OC)cc2)cc1
  A: 7%; B: -19%; C: ?; D: -16%; E: ?; F: i; G: -21%; H: -28%; I: i

> Cc1[nH]c2ccccc2c1C(=O)CSc1nc2ccccc2[nH]1
  A: 23%; B: 9%; C: 0%; D: -4%; E: 3%; F: i; G: -15%; H: -21%; I: -16%

> N#CCSc1nc(N)c(C#N)c(C2CCCCC2)c1C#N
  A: 12%; B: 9%; C: 70%[activator]; D: ?; E: -2%; F: i; G: ?; H: 5%; I: -2%

> Cc1cccc(NC(=O)C2CCN(S(=O)(=O)c3ccc4c(c3)NC(=O)CO4)CC2)c1
  A: 17%; B: 4%; C: -14%; D: 14%; E: 3%; F: i; G: 1%; H: -8%; I: i

> Cc1oc(-c2ccc3c(c2)OCCO3)cc1C(=O)NC(Cc1ccccc1)C(=O)O (configuration not stated)
  A: 12%; B: 8%; C: 34%[activator]; D: 5%; E: 1%; F: i; G: 15%; H: -1%; I: i

> Cc1ccc(C(=O)OCC(=O)NCc2ccccc2)s1
  A: -17%; B: -3%; C: 11%; D: -15%; E: .; F: i; G: 11%; H: 2%; I: -24%

> Cc1ccc2nc(N=C(N)N)nc(C)c2c1
  A: 6%; B: 1%; C: ?; D: -4%; E: -2%; F: i; G: -8%; H: ?; I: i

> CN(C(=O)c1cccc(NC(=O)Cc2cccc(NC(=O)C3CCN(C(=O)C4CCC4)CC3)c2)c1)C1CC1
  A: 19%; B: -9%; C: 16%; D: 3%; E: .; F: i; G: 10%; H: -6%; I: 0%

> Cc1ccc(NC(=O)CSc2nncn3c2cc2sccc23)cc1F
  A: -5%; B: .; C: 1%; D: 11%; E: .; F: .; G: 15%; H: -7%; I: -2%

> O=C(CN1CCN(Cc2ccccc2Cl)CC1)N/N=C/c1ccco1
  A: 12%; B: 2%; C: 1%; D: -15%; E: 0%; F: i; G: -14%; H: 11%; I: i

> Cc1ccc(S(=O)(=O)NCCCC(=O)N2CCC(C)CC2)cc1
  A: 6%; B: 3%; C: -7%; D: 10%; E: -4%; F: i; G: 21%; H: 5%; I: i

> CCOc1ccc(S(=O)(=O)N2CCC(C(=O)NCc3ccco3)CC2)cc1
  A: .; B: -7%; C: 8%; D: 0%; E: 1%; F: i; G: 0%; H: 3%; I: i

> CCOC(=O)c1ccc(NC(=S)N(CCN2CCCCCC2)Cc2cccs2)cc1
  A: 22%; B: 16%; C: ?; D: -11%; E: 4%; F: i; G: .; H: -6%; I: -7%

> COc1ccc2c(c1)cc1c(=O)n(CC(=O)NC(C)C)nc(C)n12
  A: 24%; B: .; C: 4%; D: 6%; E: .; F: .; G: 24%; H: -3%; I: i

> Cc1cc(C)cc(NC(=O)Cn2c(=O)n(Cc3ccco3)c(=O)c3oc4ccccc4c32)c1
  A: 31%; B: .; C: 9%; D: -10%; E: .; F: .; G: 0%; H: -4%; I: 29%

> COc1ccccc1NC(=O)CSc1nnc2c3ccccc3n(C)c2n1
  A: -19%; B: .; C: 6%; D: -12%; E: .; F: .; G: 0%[9.22 µM]; H: -1%; I: i

> CCOc1ccc(CSC(=N)N)cc1Cl
  A: -2%; B: -11%; C: -31%; D: 7%; E: -1%; F: i; G: -6%; H: 17%; I: -2%

> CCc1cc(=O)[nH]c(SCc2cccc3ccccc23)n1
  A: -13%; B: 0%; C: 49%[activator]; D: .; E: -1%; F: i; G: 25%; H: 3%; I: -19%

> CCCCn1c(=O)c2oc3ccccc3c2n(CC(=O)Nc2cccc(Cl)c2)c1=O
  A: -13%; B: .; C: -5%; D: 0%; E: .; F: .; G: 12%; H: 4%; I: i

> COc1cccc(C2=Nc3cccc4cccc(c34)N2)c1
  A: 4%; B: -12%; C: 14%; D: 19%; E: 0%; F: i; G: ?; H: -6%; I: -10%

> Cc1cccc(OC(=O)CSc2nnc(-c3ccc4c(c3)OCO4)o2)c1C
  A: -6%; B: .; C: -4%; D: 1%; E: .; F: .; G: 13%; H: 2%; I: i

> O=C(CNC(=O)c1ccccc1F)OCn1nnc2ccccc2c1=O
  A: 14%; B: -6%[1.84 µM]; C: 8%; D: -2%; E: 0%; F: i; G: 24%; H: -17%; I: i

> Cc1ccc(/C=C/C(=O)Nc2cccc3ncccc23)o1
  A: -4%; B: 0%; C: 55%[activator]; D: 7%; E: -5%; F: i; G: -9%; H: -4%; I: 0%[57.5 µM]

> N#CCCn1cc(C(N)=O)c(-c2cccs2)n1
  A: -20%; B: -1%; C: 7%; D: -7%; E: -2%; F: i; G: 16%; H: 14%; I: 13%

> Cc1ccccc1C(=O)OCC(=O)N1CC(=O)Nc2ccccc21
  A: 8%; B: 0%; C: 7%; D: 7%; E: .; F: i; G: 3%; H: -2%; I: i

> CC(NS(=O)(=O)c1ccc(OCC(=O)N2CCCC2)cc1)c1ccccc1 (configuration not stated)
  A: 26%; B: 0%; C: 3%; D: -2%; E: 0%; F: i; G: -23%; H: 7%; I: i

> COc1ccc(CCNC(=O)c2ccc3nc(N4CCOCC4)sc3c2)cc1OC
  A: -4%; B: -7%; C: 79%[activator]; D: 5%; E: 3%; F: i; G: 23%; H: -6%; I: i

> CC(=O)Nc1cccc(C(=O)N/N=C/c2cccc(C)n2)c1
  A: 7%; B: -7%; C: 7%; D: -11%; E: 0%; F: i; G: -25%; H: 1%; I: i

> O=S(=O)(Nc1ccc(F)cc1)c1ccc(NC(=S)Nc2ccccc2)cc1
  A: .; B: 1%; C: 0%; D: 0%; E: 0%; F: i; G: -9%; H: 24%; I: -36%[inhibitor]

> Cc1ccc(Cl)cc1NC(=O)c1ccc(CSc2nnnn2C)cc1
  A: -3%; B: -5%; C: -12%; D: -22%; E: 0%; F: i; G: ?; H: -10%; I: i

> COc1ccc(S(=O)(=O)N2CCCCC2)cc1NS(=O)(=O)c1ccc(CNC(C)=O)cc1
  A: 25%; B: -8%; C: -4%; D: -18%; E: 1%; F: i; G: 17%; H: -11%; I: -21%

> CC(=O)C1=C(c2ccccc2)NC(=O)NC1c1ccccc1OCC(=O)NCc1ccccc1 (configuration not stated)
  A: 17%; B: -1%; C: 0%; D: -13%; E: 1%; F: i; G: -16%; H: -8%; I: -10%[57.5 µM]

> CCN(CC)c1ccc(N2C(=O)/C(=C/c3cccs3)SC2=S)cc1
  A: 0%; B: 1%; C: 15%; D: 11%; E: -1%; F: -103%*; G: 2%; H: 2%; I: i

> O=C(CN(Cc1ccco1)C(=O)CNS(=O)(=O)c1ccc(F)cc1)NCc1ccco1
  A: 15%; B: 12%; C: -5%; D: 0%; E: 2%; F: i; G: -4%; H: 0%; I: i

Given field by field: entries from further up.
N#CCCn1cc(C(N)=O)c(-c2cccs2)n1
  FUS suppressor: -20%	aSyn yeast inh: -1%	GLP-1R inv ag: 7%	Abeta rescue: -7%	Mm-Cpn inhibitor: -2%	pAkt inh: i	TDP-43 yeast inh: 16%	GLP1R cytotox: 14%	PTHR1 ag: 13%

Cc1cccc(OC(=O)CSc2nnc(-c3ccc4c(c3)OCO4)o2)c1C
  FUS suppressor: -6%	aSyn yeast inh: .	GLP-1R inv ag: -4%	Abeta rescue: 1%	Mm-Cpn inhibitor: .	pAkt inh: .	TDP-43 yeast inh: 13%	GLP1R cytotox: 2%	PTHR1 ag: i

Source: PubChem BioAssay
